LDHA inh: inhibitors of human lactate dehydrogenase A. 480,000 compounds, 0.15% hits. P00338. activity change, % (values are at about 110 or 230 µM). purified LDHA, NADH/diaphorase-resazurin fluorescence; active compounds read low; in the data active = activity change below about -30%; inconclusive = mostly about -25% to -30%;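 also: plate controls were DMSO wells for no effect and wells without enzyme for full effect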
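LDH5 2 nM; NADH 0.06 mM, pyruvate 0.2 mM; 200 mM Tris pH 7.4, EDTA, Tween-20; 5 min RT. Detection: diaphorase 0.133 mg/mL + resazurin 37 µM, fluorescence ex540/em590 at 0 and 20 min; normalized to enzyme-free and DMSO wells.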
RXFP1 ag: RXFP1 (human) receptor agonism; Q9HBX9; HEK293T-RXFP1 cAMP TR-FRET, 30 min; response scale: percent of porcine relaxin response, buffer zero; Potency, µM (series often up to 57.5 µM), inactives show at the top dose activation, usual class: activators; 370,000 compounds, 0.3% hits; also: potency is read from the fitted curve at half-maximal effect; % is scaled to controls: 0 for no effect and ±100 for the full control effect; nearly all actives have a fitted effect of over 60% in size; many of its hits are not listed in these tables
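HEK293T cells stably expressing RXFP1 were pretreated with the PDE4 inhibitor Ro 20174, exposed to compounds for 30 min at 37C, lysed, and cAMP was read by TR-FRET. Data normalized to buffer (basal) and 29 nM porcine relaxin (100%).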
Glioma ERSR ind: inducers of ER stress response in human glioma cells; AID 602332; 420,000 compounds, 0.02% hits; Potency, µM, inactives show at the highest dose activation, hits mostly activators; U87-MG GRP78 promoter luciferase reporter, 16 h; also: potency is read from the fitted curve at half-maximal effect; series mostly up to about 76 µM; % of control where 0% means no effect; nearly all actives have a fitted effect of over 35% in size
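Stably transfected U87-MG human glioma cells carrying a GRP78-based luminescent sensor were seeded at 1000 cells/well, pin-dosed with compounds and incubated 16 h. Luciferase reagent was then added, and end-point luminescence was read after 10 min at room temperature.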
D2 PAM: positive allosteric modulators of human D2 dopamine receptor; HEK293 T-REx D2, calcium flux, EC20 dopamine potentiation; potentiation, % at 10 µM; 340,000 compounds, 0.34% hits; AID 485347;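 active = potentiation over 3 SD above the plate norm, cut at about 30% in these data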; also: 0% is about no effect
Target sequence (P14416 whole entry, looked up): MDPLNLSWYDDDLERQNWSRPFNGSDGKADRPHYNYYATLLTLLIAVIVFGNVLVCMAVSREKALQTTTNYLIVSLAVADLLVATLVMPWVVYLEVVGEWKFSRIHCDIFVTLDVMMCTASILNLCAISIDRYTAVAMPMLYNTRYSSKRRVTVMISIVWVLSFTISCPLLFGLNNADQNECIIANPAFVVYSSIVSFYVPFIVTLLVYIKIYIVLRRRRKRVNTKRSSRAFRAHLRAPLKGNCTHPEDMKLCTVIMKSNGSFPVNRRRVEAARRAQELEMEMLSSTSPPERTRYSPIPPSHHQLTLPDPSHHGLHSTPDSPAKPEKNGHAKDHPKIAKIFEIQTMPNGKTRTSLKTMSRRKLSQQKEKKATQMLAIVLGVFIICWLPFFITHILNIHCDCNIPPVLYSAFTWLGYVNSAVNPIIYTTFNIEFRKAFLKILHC
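Calcium flux readout, no-wash dye, 1 read/s. Inducible HEK293 Trex D2 line, overnight 30 C. Compound alone 180 s (agonist flags), then EC20 dopamine, another 180 s to score potentiation.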
D1 potentiator: potentiators of human D1 dopamine receptor. 360,000 compounds, 0.036% hits. HEK293 TREx D1 cells, calcium flux, dopamine EC20 potentiation. P21728. AID 504651. potentiation, % at 10 µM; in the data active = potentiation above about 30%; also: 0% is about no effect
D1 agonist: human D1 receptor agonism; P21728; HEK293 T-REx D1 cells, calcium flux, agonist mode; activation, % at 2 µM; 360,000 compounds, 1% hits; AID 504660; in the data active = activation above about 30%; also: 0% is about no effect
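Agonism was scored from calcium flux recorded over 180 s (1 read/s) after pintool compound addition, following a 10-cycle baseline. Cells were inducible force-coupled HEK293 TREx D1, plated overnight at 30 C and loaded with no-wash calcium dye.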
Vif-APOBEC3F blk: inhibitors of Vif-A3F interaction. HeLa A3F-eYFP + Vif (tagged APOBEC3F with the HIV-1 protein that degrades it), YFP fluorescence increase. Potency, µM (titrated, usually from 46.1 µM), without a hit: top-dose activity, negative = active. 390,000 compounds, 0.2% hits. AID 602313; also: potency is read from the fitted curve at half-maximal effect; % of control where 0% means no effect; nearly all actives have a fitted effect of over 65% in size
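Fluorescence increase (Ex 488/Em 500-530) after overnight compound treatment at 37 deg C flags inhibition of Vif-driven A3F-eYFP loss in stable HeLa A3F-eYFP/Vif cells seeded overnight beforehand.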
D1 antagonist: blocks dopamine activation of the human D1 receptor; HEK293 TREx D1 cells, calcium flux, dopamine EC80; active compounds read low; AID 504652; 360,000 compounds, 3.2% hits; P21728; activity change, negative = inhibition, % at 10 µM; in the data active = activity change below about -30%; also: % is scaled to controls: 0 for no effect and ±100 for the full control effect
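Antagonism measured as reduced calcium response to an EC80 dopamine addition following 180 s compound pre-read; cells were inducible HEK293 Trex D1 plated overnight at 30 C, read kinetically at 1 cycle/sec.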
Vif-A3G inh: Vif-A3G binding inhibition | HeLa A3G-eYFP + Vif (tagged APOBEC3G with the HIV-1 protein that degrades it), YFP fluorescence, overnight | Potency, µM (doses to about 46.1 µM), without a hit: at the highest dose activity, negative = active, actives largely listed as inhibitors | 410,000 compounds, 0.076% hits;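 also: potency is read from the fitted curve at half-maximal effect; % is scaled to controls: 0 for no effect and ±100 for the full control effect; nearly all actives have a fitted effect of over 60% in size; hits raise eYFP signal because A3G escapes Vif-driven loss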
Target sequence (Q9HC16 whole entry, looked up): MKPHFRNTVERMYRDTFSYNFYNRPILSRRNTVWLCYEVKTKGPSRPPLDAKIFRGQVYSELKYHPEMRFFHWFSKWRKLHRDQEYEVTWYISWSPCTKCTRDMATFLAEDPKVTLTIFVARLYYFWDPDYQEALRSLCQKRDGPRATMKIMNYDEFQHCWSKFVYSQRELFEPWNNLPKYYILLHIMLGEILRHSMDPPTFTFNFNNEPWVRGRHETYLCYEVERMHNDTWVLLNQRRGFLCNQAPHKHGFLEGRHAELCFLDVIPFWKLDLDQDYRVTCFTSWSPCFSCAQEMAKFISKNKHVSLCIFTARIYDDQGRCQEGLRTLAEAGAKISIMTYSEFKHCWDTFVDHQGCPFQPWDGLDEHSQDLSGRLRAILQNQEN
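HeLa cells stably expressing Vif and C-terminally eYFP-tagged A3G, seeded overnight at 37 deg C, then exposed to compound by pintool overnight at 37 deg C. Rise in yellow fluorescence (Ex 488/Em 500-530, Acumen) marks blocked Vif-driven A3G degradation.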
The depositor's hits bear a star; ? = inconclusive; nt = not tested or not shown; & = joins results of further samples. Unless noted, calls follow the shape of the dose curve; as a rule, active = well fitted curve in the direction sought with a large enough effect; inconclusive = small, poorly fitted or top-dose-only effect, or another doubt; inactive = no such curve, though single readings can be large; an effect the other way counts as inactive or inconclusive. The list is partial. The share of hits here may be higher or lower than overall.

compound	Vif-A3G inh	D1 agonist	Vif-APOBEC3F blk	RXFP1 ag	Glioma ERSR ind	D2 PAM	LDHA inh	D1 antagonist	D1 potentiator
CCCCNC(=O)COC(=O)c1cc(C)nc2ccccc12	-2%	3	-10%	-0.1%	-6%	-1	5&1	1	8
CCN(C[C@H]1N[C@@](C)(C(=O)OC)[C@H]2C(=O)N(Cc3ccccc3)C(=O)[C@@H]12)S(=O)(=O)c1ccc(C(C)(C)C)cc1	-1%	nt	4%	nt	-6%	nt	0	nt	nt
COc1ccc(C(=O)NCCc2ccccc2)cc1OC	8%	2	?	0.0%	-2%	-2	-1	36	-3
COc1ccc(CN=Cc2[nH]c3ccc(Br)c(Cl)c3c2O)cc1	?	2	?	7.9%	-3%	-14	26	1	-6
Cn1c2ccccc2c2cnn(CC(=O)Nc3ccccc3Br)c(=O)c21	1%	4	2%	14%	-4%	4	-4	-18	-1
CC(=O)N1N=C(c2cccc([N+](=O)[O-])c2)OC1c1ccc(Br)cc1 (stereo not given)	3%	1	-8%	0.1%	-2%	-7	0	-4	4
CCOC(=O)CN1C(=O)N[C@@H](c2ccco2)C(C(=O)OC)=C1C	1%	nt	-10%	nt	-5%	nt	-3	nt	nt
COc1ccc2c(c1)c1c(c(=O)n(-c3ccc(OC)c(OC)c3)c(=O)n1Cc1ccccc1C)n2C	2%	4	6%	0.0%	0%	11	2	-13	0

Continuation.
compound	Vif-A3G inh	D1 agonist	Vif-APOBEC3F blk	RXFP1 ag	Glioma ERSR ind	D2 PAM	LDHA inh	D1 antagonist	D1 potentiator
COc1cc(/C=C/C(=O)Nc2ccc3nc4n(c(=O)c3c2)CCCC4)cc(OC)c1OC	0%	0	-16%	-0.8%	-2%	14	0	-3	-3
Cc1ccc(-n2nnc3c(=O)n(CC(=O)NCc4ccco4)cnc32)cc1	-24%	1	-21%	5.9%	0%	2	-7	2	nt
O=C(Cc1cccs1)N(Cc1cccs1)C1(C(=O)NC2CCCCC2)CCCCC1	0%	10	-2%	2.9%	-5%	4	-1	4	-3
O=C(CN(Cc1ccccc1)C(=O)CNS(=O)(=O)c1ccccc1)NCc1ccco1	-3%	1	-1%	4.4%	-3%	-13	-5	6	-5
COc1cccc(CN2C(=O)C(C)N(C(=O)c3ccccc3)c3ccccc32)c1 (stereo not given)	5%	4	-1%	0.1%	-2%	31*	-4	6	-3
Cc1c(C(=O)OCc2ccccc2)nnn1-c1nonc1N	2%	1	-4%	2.5%	-2%	-4	-10	-2	-4
COc1ccc(NC(=O)C(CC(C)C)NC(=O)c2ccccc2C)cn1 (stereo not given)	3%	2	-7%	0.5%	0%	16	2	-3	0
O=C(NCc1ccccc1)C(c1ccccc1)N(C(=O)c1csnn1)c1ccccc1 (stereo not given)	4%	4	7%	-1.0%	0%	-3	-10	6	nt

Carrying on:
compound	Vif-A3G inh	D1 agonist	Vif-APOBEC3F blk	RXFP1 ag	Glioma ERSR ind	D2 PAM	LDHA inh	D1 antagonist	D1 potentiator
Cc1cccc(CNC(=O)C2CCCN(S(=O)(=O)c3cn(C)cn3)C2)c1 (stereo not given)	3%	-1	-1%	1.8%	-2%	-2	-2	1	0
Cc1cccc(C)c1NC(=O)COC(=O)c1c2c(nc3ccccc13)/C(=C\c1ccc3c(c1)OCO3)CCC2	-9%	94*	6%	3.5%	4%	-4	-4	-33*	-5
Cc1ccc(CN2CCN(/N=C/c3ccccc3)CC2)cc1	0%	5	-12%	-3.0%	1%	-27	1	-1	-8
CCCCn1c(N)c(N(CCOC)C(=O)c2nn(CC)c(=O)c3ccccc23)c(=O)[nH]c1=O	1%	1	5%	-0.6%	-2%	8	2	1	1
CC1=C(C(=O)N2CCCC(N3CCN(c4ccccc4F)CC3)C2)OCCO1 (stereo not given)	1%	4	2%	-1.0%	-5%	-13	-1	-4	-8
CCOc1ccc(-c2csc3ncn(-c4ccc(OC)cc4)c(=O)c23)cc1	0%	5	3%	3.9%	-5%	10	-5	-5	-4
Cc1cc(NCC(=O)Nc2ccc(C)c(S(=O)(=O)N3CCOCC3)c2)ccc1Br	-1%	nt	-1%	nt	-2%	nt	-5	nt	nt
CCc1ccc(C2CC(c3ccccc3)Nc3nc(N)nn32)cc1 (stereo not given)	0%	4	4%	2.5%	-1%	11	-8	34	2

Next part
compound	Vif-A3G inh	D1 agonist	Vif-APOBEC3F blk	RXFP1 ag	Glioma ERSR ind	D2 PAM	LDHA inh	D1 antagonist	D1 potentiator
O=C(O)c1ccc(Cl)c(S(=O)(=O)N2CCCCCC2)c1	-1%	10	-1%	5.2%	-2%	3	-6	-4	-3
O=C(O)c1nn(CC(=O)N2CCN(c3ncc(C(F)(F)F)cc3Cl)CC2)c(=O)c2ccccc12	1%	6	7%	0.4%	-1%	13	-9	-16	4
OCCCn1c(C2CCCN2c2nc(-c3ccc(F)cc3)cs2)nc2cc(C(F)(F)F)ccc21 (stereo not given)	-13%	nt	?	nt	0%	nt	-1	nt	nt
Cc1ccc(SCc2cc(=O)[nH]c(/N=C(\N)Nc3ccccc3Sc3ccccc3)n2)cc1	0%	3	14%	-0.2%	4%	nt	-10	10	-3
Cc1csc(NC(=O)COc2ccc3c(C)cc(=O)oc3c2)n1	-1%	1	-9%	8.4%	1%	2	-6	3	-2
COc1c(Cl)cccc1-c1cn2ccccc2n1	-2%	0	1%	9.4%	-10%	9	-4	-18	-13
CN(C)c1ccc(NC(=O)c2ccc3nsnc3c2)cc1	0%	1	-12%	-6.6%	-1%	8	-1	6	-7
O=C(O)c1ccc(N2CCCCS2(=O)=O)cc1	1%	-1	-8%	-2.0%	1%	-2	-5	5	-2

Additional results.
compound	Vif-A3G inh	D1 agonist	Vif-APOBEC3F blk	RXFP1 ag	Glioma ERSR ind	D2 PAM	LDHA inh	D1 antagonist	D1 potentiator
CCn1c(SCC(=O)Nc2ccc3c(c2)OCCO3)nnc1-c1ccccn1	2%	1	10%	0.5%	-2%	4	-1	11	0
CCOP(=O)(OCC)C(Nc1cccc(C(F)(F)F)c1)c1ccc(C)cc1 (stereo not given)	0%	3	17%	-1.1%	-5%	-17	-3	5	1
COC(=O)C1=CN(Cc2ccc(F)cc2)C=C(C(=O)OC)C1c1cc(OC)c(OC)c(OC)c1	-7%	0	2%	3.8%	-2%	-1	0	-41*	-8
O=S1(=O)N=C(N/N=C/c2ccco2)c2ccccc21	0%	2	2%	1.0%	-1%	-1	1	-4	1
O=C(COC(=O)c1cccc(OC(F)F)c1)Nc1cccc(S(=O)(=O)N2CCCC2)c1	2%	nt	-3%	nt	-5%	nt	-7	nt	nt
CCOc1ccccc1CNC(=O)Cn1ccc2cc(S(=O)(=O)N3CCCCCC3)ccc21	-3%	7	-9%	0.5%	-5%	7	-3	-4	6
COc1ccc(NC(=O)Cn2nnc(C(=O)Nc3ccccc3C)c2N)cc1	3%	1	1%	0.5%	-4%	-2	-15	-64*	-6
COc1ccc(OC)c(C(=O)NC(CC(N)=O)c2ccc(N3CCC(Cc4ccccc4)CC3)c([N+](=O)[O-])c2)c1 (stereo not given)	0%	-1	-1%	-1.5%	-4%	-6	2	-6	4

New compounds follow
compound	Vif-A3G inh	D1 agonist	Vif-APOBEC3F blk	RXFP1 ag	Glioma ERSR ind	D2 PAM	LDHA inh	D1 antagonist	D1 potentiator
CN(CC(=O)Nc1c(Cl)cccc1Cl)C(=O)c1ccc(-n2cncn2)c([N+](=O)[O-])c1	0%	0	-2%	3.1%	-2%	2	3	-15	-2
Cc1cc(C)cc(C(=O)NC(CC(N)=O)c2ccc(NCC3CC3)c([N+](=O)[O-])c2)c1 (stereo not given)	-5%	7	-4%	0.9%	-4%	-11	-3	0	0
CCOc1ccc(OCCNC(=O)c2ccc3c(c2)nnn3CC)cc1	0%	nt	6%	nt	3%	nt	-9	nt	nt
COc1ccc(-c2cc(C(=O)N3CCN(c4ccccc4O)CC3)c3ccccc3n2)cc1OC	-6%	-1	-12%	6.1%	-1%	8	6	-7	0
COc1ccc(C)cc1NC(=O)CSc1nnc(-c2ccc(OC)c(OC)c2)n1N	0%	0	3%	-0.4%	-4%	-31	-1	-4	1
Cc1ccc(Cn2c(=O)c3c(nc4n3CCN4Cc3ccco3)n(C)c2=O)cc1	-1%	-2	-2%	3.0%	-3%	-10	-15	-2	-7
COc1cc(N)c(Cl)cc1C(=O)OCC(=O)NCC1CCCO1 (stereo not given)	-1%	nt	2%	nt	-2%	nt	-8	nt	nt
CCOc1ccc(S(=O)(=O)N2CCOCC2)cc1NC(=O)CSCc1c(C)noc1C	0%	1	2%	13%	-1%	-7	2	7	0

New compounds follow.
compound	Vif-A3G inh	D1 agonist	Vif-APOBEC3F blk	RXFP1 ag	Glioma ERSR ind	D2 PAM	LDHA inh	D1 antagonist	D1 potentiator
Cc1cc[n+](C2=C([O-])c3ccccc3C(=O)/C2=N\S(=O)(=O)c2cccs2)cc1C	1%	2	1%	0.1%	-2%	nt	40	2	4
COc1ccc(C2CC(=O)c3cnc(NC(=O)c4ccccc4)nc3C2)cc1OC (stereo not given)	-9%	-3	-5%	0.0%	-1%	5	1	-9	-8
Cc1cc(C)n(CC(O)Cn2cnc3c2c(=O)n(C)c(=O)n3C)n1 (stereo not given)	-7%	5	-8%	7.0%	-2%	1	-4	1	-2
CCc1ccc(C(=O)CSc2nc(C)cc(=O)[nH]2)cc1	2%	5	11%	0.1%	6%	8	-6	-5	-5
Cc1ccc(NC(=O)NC2CCCCC2)cc1S(=O)(=O)N1CCOCC1	-1%	-1	8%	0.5%	-2%	-3	-7	4	-4

From PubChem
